# Tau ThT inhib: blocks human tau fibril formation measured by thioflavin T | recombinant tau K18 P301L, heparin-induced fibrillization, ThT fluorescence | 270,000 compounds, 2.1% hits | AID 1460 | Potency, µM (top dose mostly 57.4 µM), for inactives: at the top dose activity, negative = inhibition, usual class: inhibitors | P10636; also: % is scaled to controls: 0 for no effect and ±100 for the full control effect; nearly all actives have a fitted effect of over 55% in size
# Target sequence (P10636 561-689 P618L limits assumed): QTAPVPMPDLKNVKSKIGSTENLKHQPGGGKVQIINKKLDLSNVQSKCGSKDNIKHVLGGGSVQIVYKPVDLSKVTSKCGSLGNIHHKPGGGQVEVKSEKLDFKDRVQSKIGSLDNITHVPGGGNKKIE
#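 Heparin-induced (20 uM) aggregation of recombinant human K18 P301L tau, 15 uM unlabeled with 0.24 uM labeled, pH 7 acetate buffer, 6 hr at 37 C with compound. Fibrils quantified by 30 uM ThT fluorescence after 1 hr ambient incubation.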
# ALDH1A1 block: blocks purified human ALDH1A1 activity; P00352; Purified ALDH1A1, NADH fluorescence, propionaldehyde substrate; Potency, µM (doses to about 75.3 µM), without a hit: top-dose activity, negative = inhibition, most hits filed as inhibitors; 220,000 compounds, 7.3% hits; AID 1030; active = well fitted inhibition curve with a large enough effect, not every such curve was filed as active; inconclusive = small, poorly fitted or top-dose-only effect, or another doubt; inactive = no such curve, though single readings can be large or run the other way;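 also: plate controls were no enzyme wells and a reference inhibitor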
# Target sequence (P00352 whole entry, looked up): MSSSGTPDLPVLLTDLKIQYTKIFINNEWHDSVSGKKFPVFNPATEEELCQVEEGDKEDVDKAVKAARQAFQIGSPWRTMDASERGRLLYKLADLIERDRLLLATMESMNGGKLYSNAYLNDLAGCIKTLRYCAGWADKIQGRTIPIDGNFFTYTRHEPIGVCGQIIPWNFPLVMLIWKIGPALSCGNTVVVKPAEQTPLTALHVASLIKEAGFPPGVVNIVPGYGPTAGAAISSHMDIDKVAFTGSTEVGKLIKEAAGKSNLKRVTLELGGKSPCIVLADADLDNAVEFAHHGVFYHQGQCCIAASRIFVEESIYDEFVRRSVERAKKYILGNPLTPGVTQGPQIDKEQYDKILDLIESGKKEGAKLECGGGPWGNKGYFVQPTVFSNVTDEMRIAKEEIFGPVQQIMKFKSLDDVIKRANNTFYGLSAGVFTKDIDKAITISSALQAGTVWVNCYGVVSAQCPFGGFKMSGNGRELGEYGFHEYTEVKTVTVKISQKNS
# Tau fibril FP: tau fibrillization inhibition (FP); P10636; K18 P301L tau heparin fibrillization, Alexa594 FP, 6 h; Potency, µM (highest dose often 57.7 µM), without a hit: top-dose activity, negative = inhibition, actives largely listed as inhibitors; 280,000 compounds, 0.39% hits; also: % is scaled to controls: 0 for no effect and ±100 for the full control effect; nearly all actives have a fitted effect of over 55% in size
#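 Steps: dispense K18 P301L tau (15 uM plus 0.24 uM Alexa 594 tracer, final) in pH 7 sodium acetate; add compound; add heparin (20 uM final); incubate 6 hr, 37 C; add ThT (30 uM final); after 1 hr ambient, read FP.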
# SMN2 splice up: enhancers of SMN2 splice variant expression | 210,000 compounds, 2.8% hits | HEK293 SMN2-luciferase splicing reporter, luminescence, 30-36 h | Potency, µM (top dose mostly 46.1 µM), for inactives: at the highest dose activity change, positive = activation, hits mostly activators; also: % of control where 0% means no effect; nearly all actives have a fitted effect of over 55% in size
#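 HEK293 cells carry an SMN2 […]–luciferase reporter in which exon 7 inclusion puts luciferase in frame. Cells were plated 10-12 h before compound addition, then incubated 30-36 h at 37C. ONE-Glo luminescence was read; sodium butyrate at 4.5 mM final served as control.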
# Tau fluor cs: counter-screen for tau fibril formation inhibitors. tau K18 P301L (four-repeat tau fragment) Alexa594 fluorescence, heparin fibrillization. Potency, µM (series often up to 57.7 µM), for inactives: at the top dose activity change, negative = decrease. 280,000 compounds, 0.93% hits; also: % is scaled to controls: 0 for no effect and ±100 for the full control effect; nearly all actives have a fitted effect of over 55% in size
#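 Human K18 P301L tau (15 uM unlabeled plus 0.24 uM Alexa 594-labeled, final) in 100 mM sodium acetate pH 7 was mixed with compound and 20 uM heparin and incubated 6 hr at 37 C.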
# JMJD2E inh: inhibitors of human JMJD2E histone demethylase. 230,000 compounds, 1.6% hits. Potency, µM (doses to about 57.1 µM), inactives show top-dose activity change, negative = inhibition, hits mostly inhibitors. AID 2147. JMJD2E catalytic domain, FDH-coupled NADH fluorescence (FDH is formaldehyde dehydrogenase); active = well fitted inhibition curve with a large enough effect, not every such curve was filed as active; inconclusive = small, poorly fitted or top-dose-only effect, or another doubt; inactive = no such curve, though single readings can be large or run the other way;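 also: 0% = wells with enzyme and -100% = buffer wells without enzyme; nearly all actives have a fitted effect of over 50% in size; many of its hits are not listed in these tables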
# HTT ATP protect: cytoprotection in Huntington HTT-Q103 PC12 cell model; PC12 HTT-Q103 induced, cytoprotection, ATP luminescence, 40 h; Potency, µM (top dose mostly 56.4 µM), for the others: cytoprotection (ATP increase), usual class: activators; 230,000 compounds, 0.14% hits;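 also: % of control where 0% means no effect; nearly all actives have a fitted effect of over 45% in size; toxic huntingtin expression switched on by the ecdysone agonist tebufenozide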
#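 PC12 cells stably carrying ecdysone-inducible Htt exon 1 (Q103)–GFP were induced with 100 nM tebufenozide (final) alongside library compounds in a dose series. Cytoprotection was scored as retained ATP by ATPlite luminescence.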
# HttQ103 aggreg: reduces HttQ103-GFP aggregates in PC12 cells | PC12 HttQ103-GFP aggregates, Acumen cytometry, 40 h | Potency, µM (top dose mostly 46.1 µM), inactives show at the highest dose activity change, negative = inhibition, hits mostly inhibitors | 220,000 compounds, 1.1% hits; also: % is scaled to controls: 0 for no effect and ±100 for the full control effect; nearly all actives have a fitted effect of over 60% in size
#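 Multiplexed with ATP-based cell death, this channel scores GFP aggregates in PC12 cells expressing inducible HTTex1-Q103-GFP. Induction used 100 nM tebufenozide; compounds were tested in concentration series.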
# Starred values were filed as active, the others as inactive; ? = inconclusive; . = not tested or not shown; & = joins results of further samples; [ ] = another dose, or the depositor's remark. Unless noted, calls follow the shape of the dose curve; as a rule, active = well fitted curve in the direction sought with a large enough effect; inconclusive = small, poorly fitted or top-dose-only effect, or another doubt; inactive = no such curve, though single readings can be large; an effect the other way counts as inactive or inconclusive. Potency is read from the fitted curve at half-maximal effect. Only part of the results is shown; the hit share may differ from the screen's.
# The opening seven compounds, ahead of the listing:
Compound	Tau ThT inhib	ALDH1A1 block	Tau fibril FP	SMN2 splice up	Tau fluor cs	JMJD2E inh	HTT ATP protect	HttQ103 aggreg
O=c1[nH]c(=S)n(C2CC2)c(O)c1C=NCC1CCCO1 (configuration not stated)	-6%	.	?	.	-10%	-15%	19%[10 µM]	18%[9.22 µM]
Cc1c(C(=O)N2CCC(Cc3ccccc3)CC2)sc2ncnc(N3CCC(C)CC3)c12	?	-7%	-3%	-33%	-12%	-14%	-78%[inhibitor]	?
COc1ccc(C2Oc3c(I)c(OC)cc(OC)c3CC2O)cc1OC (configuration not stated)	?	10%	-7%	1%	-12%	2%	.	.
Nc1nc2[nH]c(=O)cnc2c(=O)[nH]1	1%	?	1%	-9%	2%	?	-6%[1.9 µM]	.
O=c1c(/C=N/N2CCOCC2)c(O)n(-c2ccccc2)c(=S)n1-c1ccccc1	4%	-76%	0%	4%	2%	5%	-18%[10 µM]	5%
CC12CN3C(O)C(C)(C1)CC(C)(C2)C3O (configuration not stated)	4%	3%	-2%	-25%	9%	0%	3%	-1%
O=C1OCc2cc(N=Nc3c(O)[nH]c(=O)[nH]c3=O)ccc21	?	-4%	-5%	.	-6%	-10%	13%[10 µM]	-12%[9.22 µM]

# All compounds of this part, from the first entry:
Compound	Tau ThT inhib	ALDH1A1 block	Tau fibril FP	SMN2 splice up	Tau fluor cs	JMJD2E inh	HTT ATP protect	HttQ103 aggreg
O=c1[nH]c(=S)n(C2CC2)c(O)c1C=NCC1CCCO1 (configuration not stated)	-6%	.	?	.	-10%	-15%	19%[10 µM]	18%[9.22 µM]
Cc1c(C(=O)N2CCC(Cc3ccccc3)CC2)sc2ncnc(N3CCC(C)CC3)c12	?	-7%	-3%	-33%	-12%	-14%	-78%[inhibitor]	?
COc1ccc(C2Oc3c(I)c(OC)cc(OC)c3CC2O)cc1OC (configuration not stated)	?	10%	-7%	1%	-12%	2%	.	.
Nc1nc2[nH]c(=O)cnc2c(=O)[nH]1	1%	?	1%	-9%	2%	?	-6%[1.9 µM]	.
O=c1c(/C=N/N2CCOCC2)c(O)n(-c2ccccc2)c(=S)n1-c1ccccc1	4%	-76%	0%	4%	2%	5%	-18%[10 µM]	5%
CC12CN3C(O)C(C)(C1)CC(C)(C2)C3O (configuration not stated)	4%	3%	-2%	-25%	9%	0%	3%	-1%
O=C1OCc2cc(N=Nc3c(O)[nH]c(=O)[nH]c3=O)ccc21	?	-4%	-5%	.	-6%	-10%	13%[10 µM]	-12%[9.22 µM]
Cc1c(C(=O)c2ccccc2)c2ccccc2n1C	3%	.	-6%	.	-11%	2%	-4%[10 µM]	-24%[9.22 µM]
O=C(O)Cn1cc(C(=O)c2ccccc2)c2ccccc21	-1%	0%	14%	22%	5%	-1%	2%	-9%
O=c1c2ccccc2[nH]c(=S)n1-c1cccnc1	-9%	10%	-3%	.	-10%	4%	9%[10 µM]	5%[9.22 µM]
CCOC(=O)C1=C(N)OC2=C(C(=O)CCC2)C12C(=O)Nc1ccccc12 (configuration not stated)	-3%	-2%	3%	-6%	2%	5%	-5%	1%
CCOc1cc(/C=C2/C(=O)NC(=O)N(c3ccc(CC)cc3)C2=O)ccc1OC(=O)c1cccs1	?	?	?	-23%	-14%	-6%	2%	-7%
CN(C)C(=O)OCc1n(C)cc[n+]1C	0%	7%	2%	22%	-2%	-1%	.	-10%
CCOP(=O)(C#CC(C)(C)C)C1(O)CCCCC1 (configuration not stated)	0%	7%	4%	-6%	3%	-2%	-2%	-5%
CN1CCN(CCOC2c3ccccc3CSc3ccc(Cl)cc32)CC1 (configuration not stated)	-13%	0%	9%	-28%	-4%	1%	26%[10 µM]	8%
CCN(CC)c1ccc(N=Cc2c(O)n(-c3ccccc3)c(=O)[nH]c2=O)cc1	.	.	-13%	.	?	7.9µM*	-13%[10 µM]	8%[9.22 µM]
CC1O[C@@H](OC2CC[C@@]3(C=O)C4CC[C@]5(C)C(C6=CC(=O)OC6)CC[C@@]5(O)C4CC[C@]3(O)C2)C(O)C(O)C1O (some centres not stated)	8%	7%	3%	-109%[inhibitor]	5%	3%	-37%	.
COc1ccc(N=C(C)c2c(O)n(C)c(=O)n(C)c2=O)c(OC)c1	0%	-1%	2%	-4%	-1%	-10%	?	-23%
Cc1nn(-c2ccccc2)c(Cl)c1/C=N\NC(=O)c1cnccn1	-10%	-1%	?	?	-5%	1%	.	14%
CC(=O)OC1C[C@]2(C)C(C(C)=O)CCC2C2CCC3=CC(=O)CC[C@@]3(C)C12 (some centres not stated)	-9%	?	1%	-13%	-8%	-5%	-59%[inhibitor]	.
CC1C(=O)OC2C(O)C34C5OC(=O)[C@@]3(OC3OC(=O)[C@H](O)[C@]34C(C(C)(C)C)C5O)[C@]12O (some centres not stated)	1%	6%	-4%	5%	-7%	3%	13%	.
C/C(O)=C(/C#N)C(=O)Nc1cc(Br)ccc1Br	-15%	?	3%	.	-8%	-8%	-25%	.
CCN1CCN(Cc2ccc(C)cc2C)CC1	-3%	-2%	1%	0%	-8%	-3%	-10%	-1%
CN1CSC(=S)N(C)C1	-9%	-2%	-9%	-18%&-1%	-6%	33%[activator]	-10%&-34%	4%
CC1=CC(=Cc2sc3ccccc3[n+]2C)C=C(C)O1	16µM*	5%	9%	-100%[inhibitor]	-3%	-18%	-143%[inhibitor]	?

# 3 compounds from above, sorted by molecular weight, low to high.
Compound	Tau ThT inhib	ALDH1A1 block	Tau fibril FP	SMN2 splice up	Tau fluor cs	JMJD2E inh	HTT ATP protect	HttQ103 aggreg
Nc1nc2[nH]c(=O)cnc2c(=O)[nH]1	1%	?	1%	-9%	2%	?	-6%[1.9 µM]	.
O=c1c2ccccc2[nH]c(=S)n1-c1cccnc1	-9%	10%	-3%	.	-10%	4%	9%[10 µM]	5%[9.22 µM]
COc1ccc(C2Oc3c(I)c(OC)cc(OC)c3CC2O)cc1OC (configuration not stated)	?	10%	-7%	1%	-12%	2%	.	.

# An excerpt from above, limited to Tau fibril FP and Tau ThT inhib.
SMILES	Tau fibril FP	Tau ThT inhib
C/C(O)=C(/C#N)C(=O)Nc1cc(Br)ccc1Br	3%	-15%
CCN1CCN(Cc2ccc(C)cc2C)CC1	1%	-3%
CN1CSC(=S)N(C)C1	-9%	-9%
CC1=CC(=Cc2sc3ccccc3[n+]2C)C=C(C)O1	9%	16µM*

# Further records
Compound	Tau ThT inhib	ALDH1A1 block	Tau fibril FP	SMN2 splice up	Tau fluor cs	JMJD2E inh	HTT ATP protect	HttQ103 aggreg
O[C@@H]1[C@H](O)[C@H]2[C@@H](O)CCN2C[C@@H]1O	0%	7%	-3%	.	-5%	8%	-5%	.
O[C@@H]1CCCN2C[C@@H](O)[C@@H](O)C12 (some centres not stated)	-8%	10%	-7%	0%	-6%	.	-23%	.
Cc1cc(-c2nc3ncccc3o2)ccc1NC(=O)c1ccccc1Br	?	.	1%	-20%	-14%	.	.	.
O=c1[nH]c(=O)n(-c2ccccc2F)c(O)c1C=NCCC1=CCCCC1	-4%	?	0%	11%	-7%	-3%	-50%[inhibitor]	-4%
CN1C[C@@H](CS(=O)(=O)N(C)C)C[C@@H]2c3cccc4c3c(cn4C)C[C@H]21	-7%	-4%	-1%	21%	-8%	?	.	.
